Bioassay records: PubChem BioAssay, several laboratories
PolyA inhibitor – inhibitors of polyadenylation in S. cerevisiae; 300,000 tested, 0.02% active; calls only at 12 µM; S. cerevisiae SKY197-pL101 polyadenylation reporter, beta-gal luminescence; efflux-impaired pdr1/pdr3 knockout yeast; score 100 = 6 SD above DMSO;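 active means lowest replicate activity score at least 50, where 100 means six control SD above control mean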;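 further: yeast exposed to compound for 9 h at 30 °C; higher score means more reporter readthrough which indicates perturbed polyadenylation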
KCNK9 inh – blocks the human KCNK9 two-pore domain potassium channel | AID 488922 | HEK293 KCNK9, FluxOR thallium flux fluorescence; stronger effect = lower value | 310,000 tested, 1.2% active | B-score at 10 µM | Q9NPC2;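 active means ratio B-score over 3 SD below the library mean, with starting fluorescence within 5 SD of its mean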;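 further: negative B-score means less thallium flux so channel inhibition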
GSK3A inh – blocks human GSK-3 alpha kinase. P49840. ADP-Glo luminescence, 60 min. inhibition, % at 10 µM. 320,000 tested, 0.1% active;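 in the data active means inhibition above about 50%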;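 further: GST-tagged GSK-3 alpha with peptide substrate and 25 µM ATP; 0% = DMSO neutral wells and 100% = GW8510 positive control wells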
KCNQ1 pot – human KCNQ1 channel potentiation or activation; B-score at 10 µM; CHO-K1 KCNQ1, thallium flux FluxOR fluorescence; stronger effect = higher value; AID 2648; 310,000 tested, 0.35% active;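 active means fluorescence ratio B-score, a plate-corrected score, at least three library SD, with initial intensity B-score within 5 SD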
Target sequence (P51787 whole entry, looked up): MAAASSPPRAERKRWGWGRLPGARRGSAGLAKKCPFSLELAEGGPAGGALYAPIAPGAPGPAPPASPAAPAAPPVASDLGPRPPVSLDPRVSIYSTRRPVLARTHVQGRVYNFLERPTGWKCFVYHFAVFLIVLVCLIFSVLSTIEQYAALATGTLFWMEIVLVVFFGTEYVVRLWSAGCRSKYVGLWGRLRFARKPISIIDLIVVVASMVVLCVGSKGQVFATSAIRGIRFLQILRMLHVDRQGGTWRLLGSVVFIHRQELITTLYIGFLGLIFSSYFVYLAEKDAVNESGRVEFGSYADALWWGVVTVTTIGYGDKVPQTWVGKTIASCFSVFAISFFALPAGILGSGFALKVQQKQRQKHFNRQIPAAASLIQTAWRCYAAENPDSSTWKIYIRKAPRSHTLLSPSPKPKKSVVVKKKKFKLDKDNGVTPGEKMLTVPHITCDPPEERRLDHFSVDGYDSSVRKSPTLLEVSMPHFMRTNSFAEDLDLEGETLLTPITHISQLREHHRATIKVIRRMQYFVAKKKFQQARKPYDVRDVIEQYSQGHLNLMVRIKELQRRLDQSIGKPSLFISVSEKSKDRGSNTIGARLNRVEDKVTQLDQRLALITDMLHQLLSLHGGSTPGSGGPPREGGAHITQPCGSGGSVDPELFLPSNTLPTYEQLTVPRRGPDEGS
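Assay system: stable KCNQ1 CHO-K1 line; medium: assay buffer, equal DMSO in all wells; timing: 90 min dye loading and 20 min compound exposure, both at room temperature; technique: kinetic FluxOR thallium fluorescence, 10-s 1-Hz baseline, 110-s post-stimulus read; read-out basis: B score of baseline-normalized fluorescence ratio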
hERG protect – compounds protecting human hERG from proarrhythmic drug block | Q12809 | CHO-hERG, FluxOR thallium flux, dofetilide IC70 present | activation (rescue from dofetilide block), less the hit threshold, % at 10 µM | 310,000 tested, 0.51% active;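 active means activation above the mean of controls blocked by dofetilide plus 5 SD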;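 further: thallium influx through hERG after potassium depolarization seen as dye fluorescence rise; in these data hits start at about 4.7%; inactives centre near -7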
GSK3B inh – inhibitors of human GSK3beta kinase. GST-GSK3beta kinase, ADP-Glo luminescence, 60 min; stronger effect = lower value. AID 2097. activity score (negative = inhibition), % at 10 µM. 300,000 tested, 0.038% active. P49841;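 active means more than half of replicate wells score below -50%, meaning over 50% inhibition versus plate controls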;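 further: 0% = median DMSO wells and -100% = median GW8510 positive control wells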
Target sequence (P49841 whole entry, looked up): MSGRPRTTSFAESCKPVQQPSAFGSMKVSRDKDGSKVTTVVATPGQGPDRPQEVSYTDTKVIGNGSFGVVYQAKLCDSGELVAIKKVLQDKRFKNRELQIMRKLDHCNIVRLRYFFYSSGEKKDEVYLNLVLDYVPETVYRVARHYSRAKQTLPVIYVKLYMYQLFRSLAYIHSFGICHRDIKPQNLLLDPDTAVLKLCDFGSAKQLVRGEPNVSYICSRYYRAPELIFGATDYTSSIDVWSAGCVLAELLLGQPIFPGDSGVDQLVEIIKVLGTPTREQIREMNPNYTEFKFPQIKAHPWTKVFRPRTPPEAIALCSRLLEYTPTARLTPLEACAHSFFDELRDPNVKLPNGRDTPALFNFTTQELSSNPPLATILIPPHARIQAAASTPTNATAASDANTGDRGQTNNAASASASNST
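test system = GST-tagged human GSK3beta kinase, cell-free | reagent = 25 µM ATP with peptide substrate | dosing = one dose of 10 µM per compound | schedule = 60 min reaction, RT | detection = luminescent ADP-Glo measurement of ADP formed | control set = DMSO neutral wells and GW8510 at 20 µM as positive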
KCNK3 inh – human KCNK3 channel inhibition, primary screen | O14649 | CHO-KCNK3 thallium flux, FluxOR fluorescence; stronger effect = lower value | B-score at 10 µM | 340,000 tested, 0.84% active | AID 602410;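 active means B-score under library mean minus 4 SD, starting fluorescence ratio at most library mean plus 5 SD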;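 further: more negative B-score means stronger inhibition of thallium flux through KCNK3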
RGS4 block – inhibitors of human RGS4. P49798. HEK293 M3R/RGS4 inducible, Fluo-4 calcium flux; stronger effect = higher value; triggered by carbachol at its EC20. B-score at 10 µM. 310,000 tested, 0.45% active. AID 463165;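 active means B-score, a plate-corrected calcium signal, over three deviations above library mean, with baseline fluorescence within five deviations of library mean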;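 further: RGS4 expression induced by doxycycline in cells with stable M3 receptor; B-score is computed from the integrated fluorescence ratio over baseline after carbachol; higher B-score means a larger calcium signal and so more RGS4 inhibition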
KCNQ1 inh – inhibitors of human KCNQ1 potassium channel | CHO-K1 KCNQ1, FluxOR thallium flux fluorescence; stronger effect = higher value | B-score at 10 µM | 310,000 tested, 1.3% active | AID 2642;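 active means compounds whose thallium flux B-score, printed positive for inhibition, exceeds three library SD while starting fluorescence stays within three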;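 further: channel opened by potassium depolarization with thallium stimulus after 20 min compound exposure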
RGS4 act – potentiators or activators of RGS4; B-score at 10 µM; HEK293 M3R/inducible RGS4, carbachol calcium flux Fluo4; stronger effect = lower value; 310,000 tested, 0.92% active;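 active means B-score of the integrated calcium signal more than 4 SD below the library mean, with starting fluorescence not abnormally high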;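 further: negative B-score means reduced calcium response which marks RGS4 activation or potentiation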
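System – HEK293 FlpIn-TREx cells, stable M3R, doxycycline-inducible RGS4 · Reagent – ECmax carbachol challenge · Times – compound preincubation 20 min at room temperature before agonist · Technique – Fluo4 fluorescence kinetic imaging of calcium · Measure – B score of integrated Fluo4 ratio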
Dyrk1A ADPGlo – inhibitors of rat Dyrk1A kinase | ADP-Glo luminescence, NFATc1 peptide | inhibition, % at 12.5 µM | Q63470 | 310,000 tested, 0.43% active; in the data active means inhibition above about 50%;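 further: plate controls were vehicle with enzyme for no effect and no enzyme for full effect; many of its hits are not listed in these tables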
An asterisk follows results filed as active; i = inactive; · = not tested or not shown. The list is partial; count on the stated rates, not on these rows.

Values run as follows: PolyA inhibitor	KCNK9 inh	GSK3A inh	KCNQ1 pot	hERG protect	GSK3B inh	KCNK3 inh	RGS4 block	KCNQ1 inh	RGS4 act	Dyrk1A ADPGlo
Cc1ccc(CN(C(=O)COc2cccc(C)c2C)C2CCS(=O)(=O)C2)o1 (configuration not stated)
 : i	i	0	i	-13	-4	i	i	i	i	-8
CCOC(=O)c1cnc(C(F)(F)F)nc1Oc1ccccc1
 : i	i	3	i	-5	2	i	i	i	i	4
N#CC(C#N)=CN=c1ccn(Cc2ccc(Cl)cc2Cl)cc1
 : i	i	8	i	-3	-3	i	i	i	i	3
COC(=O)c1ccc(COc2ccc(NC(C)=O)cc2)o1
 : i	i	-4	i	0	1	i	i	i	i	18
Cc1ccc(NC(=O)c2ccco2)c(NC(=O)COc2ccccc2)c1
 : i	i	-3	i	-10	-9	i	i	i	i	0
CC1Cc2ccccc2N1S(=O)(=O)c1cccc(C(=O)OCC(=O)NC2CCS(=O)(=O)C2)c1 (configuration not stated)
 : i	i	-3	i	-12	2	i	i	i	i	3
c1cnc2c(SCc3ccc(-c4nnco4)cc3)cccc2c1
 : i	i	-1	i	-6	3	i	i	i	i	11
COc1ccccc1NC(=O)Cn1c(=O)n(-c2ccccc2)c(=O)c2oc3ccccc3c21
 : i	i	2	i	-4	0	i	i	i	i	-3
CC(=O)Nc1ccc(Oc2nc(-c3ccccn3)nc3ccccc23)cc1
 : i	i	-2	i	-10	6	i	i	i	i	7
COc1ccc(/C=C/C(=O)NC(=S)Nc2ccccc2C(=O)NC2CCCCC2)cc1
 : i	i	-1	i	-4	2	i	i	i	i	·
CCOC(=O)Cc1csc(NC(=O)c2cnc3sc(C)cn3c2=O)n1
 : i	i	1	i	-10	4	i	i	i	i	2
Cn1c(=O)c2c(nc(N3CCCCC3)n2CC(O)COc2ccccc2)n(C)c1=O (configuration not stated)
 : i	i	-1	i	-5	-3	i	i	i	i	·
O=C(Nc1ccccc1)C1CC(=O)N(Cc2ccccc2)C1 (configuration not stated)
 : i	i	0	i	-12	-3	i	i	i	i	-1
CC(=O)OCCCNc1cc(Sc2nc3ccccc3s2)c2nonc2c1[N+](=O)[O-]
 : i	i	0	i	-11	0	i	4.7*	i	i	0
CC(C)c1ccc(C(O)c2nc3ccccc3n2C)cc1 (configuration not stated)
 : i	i	3	i	-8	-1	i	i	i	i	14
COc1cc(NC(=O)CN(c2ccc(C)cc2)S(=O)(=O)c2c(C)n[nH]c2C)cc(OC)c1
 : i	i	0	i	-5	4	i	i	i	i	-5
Cc1cc(C)c(NC(=O)c2ccccc2C(=O)c2ccccc2)c(C)c1
 : i	i	0	i	-6	1	i	i	i	i	-1
CC(=O)OC1COC(N2CCc3cc([N+](=O)[O-])ccc32)C(OC(C)=O)C1OC(C)=O (configuration not stated)
 : i	i	-1	i	-3	2	i	i	i	i	4
O=C(c1scc2c1CCCC2)N1CCOCC1
 : i	i	0	i	-7	-1	i	i	i	i	6
COc1cc(/C=N/NC(=O)c2cc(-c3c(C)nn(-c4ccccc4)c3C)n[nH]2)ccc1O
 : i	i	0	i	-18	2	i	i	i	i	7
O=C1Nc2cc(C(=O)NCCCN3CCOCC3)ccc2S/C1=C/c1ccccc1F
 : i	i	9	i	-7	2	i	i	i	i	·
CCOC(=O)Cn1nc(C)c(-c2ccccc2)c1N
 : i	i	-5	i	-9	-1	i	i	i	i	2
COc1ccc(NS(=O)(=O)c2cn(C)cn2)cc1
 : i	i	-1	i	-1	2	i	i	i	i	-8
CC(CC(=O)NCCc1ccc(Cl)cc1)S(=O)(=O)c1ccc2c(c1)NC(=O)CO2 (configuration not stated)
 : i	i	-3	i	-7	4	i	i	i	i	2
CCn1cnc2c1c(=O)n(CC(=O)NCC(C)C)c(=O)n2Cc1ccccc1
 : i	i	1	i	-2	3	i	i	i	i	2
CC(C)(C)c1cc(C(=O)NCC(=O)OCC(=O)c2cccc([N+](=O)[O-])c2)cc(C(C)(C)C)c1
 : i	i	-2	i	1	0	i	i	i	i	-6
COc1cccc(N2CCN(c3ccc4nnc(CCC(=O)Nc5ccc(C)cn5)n4n3)CC2)c1
 : i	i	1	i	-11	4	i	i	i	i	-2
Cc1nnc(SCc2ccc(Cl)c(Cl)c2)s1
 : i	i	-2	i	-7	0	i	i	i	i	-1
CCOC(=O)N1CCN(C(=O)c2ccc3c(=O)n(CCOC)c(=O)[nH]c3c2)CC1
 : i	i	1	i	-5	-5	i	i	i	i	-16
N#Cc1ccncc1Sc1ccc(Cl)cc1
 : i	i	-1	i	-6	-1	i	i	i	i	-6
O=[N+]([O-])c1ccc(Oc2ccc(S(=O)(=O)N3CCOCC3)cn2)cc1
 : i	i	-1	i	-16	2	i	i	i	i	2
CC(C)(C)c1nnc(N/N=C/c2ccc(O)cc2)n(N)c1=O
 : i	i	-1	i	-16	-4	i	i	i	i	1
COc1cccc(CN2CC(C(=O)NCCn3cccn3)CCC2=O)c1 (configuration not stated)
 : i	i	1	i	-3	-6	i	i	i	i	3
COCCCNC(=O)C1CCN(S(=O)(=O)c2ccc3nc4c(c(C(=O)O)c3c2)CCCCC4)CC1
 : i	i	2	i	-8	-2	i	i	i	i	-5
CC1CCN(C(=O)COc2ccc(Nc3ccccc3)cc2)CC1
 : i	i	-1	i	-6	-9	i	i	i	i	·
CCOC(=O)c1cccc(NC(=O)CCOc2ccccc2)c1
 : i	i	-1	i	-14	4	i	i	i	i	1
Oc1ccc(N=Nc2cccc(Cl)c2)cc1C=Nc1ccc(N2CCOCC2)cc1
 : i	i	·	i	-6	2	i	8.7*	i	i	3
COc1ccccc1NS(=O)(=O)c1c(C)nc2sccn2c1=O
 : i	i	0	i	-10	1	i	i	i	i	0
COc1ccccc1CNC(=O)COc1ccccc1OC
 : ·	i	-3	i	-6	-2	i	i	i	i	-5
Cc1ccc(CN2CC(C(=O)Nc3cc(S(C)(=O)=O)ccc3Cl)CC2=O)cc1 (configuration not stated)
 : i	i	-1	i	-1	-3	i	i	i	i	1
CCCn1c2c(c(=N)c3c1CCC3)CCCC2
 : i	i	-2	i	-7	-21	i	i	i	i	-3
O=C(C1=C(O)C(=O)N(c2ncccn2)C1c1ccc(Cl)c(Cl)c1)c1ccco1 (configuration not stated)
 : i	i	-3	i	0	0	i	i	i	i	-3
Cc1oc2c(c1C(=O)c1ccc(Cl)cc1)C(=O)C(=O)c1ccccc1-2
 : i	i	·	i	-6	-4	i	i	i	i	10
Cc1oc2c(CN3CCCC3)c(O)ccc2c(=O)c1-c1ccccc1
 : ·	i	1	i	-9	-1	i	i	i	i	1
CC12CCC(C(=O)N3CCN(c4ccccc4)CC3)(CC1=O)C2(C)C (configuration not stated)
 : i	i	·	i	-6	1	·	i	i	i	·
Cc1ccc(CN2CCCN(C)CC2)c(C)c1
 : i	i	0	i	-8	·	i	i	i	i	-2
COc1cc(CN2CCN(CCCc3ccccc3)CC2CCO)cc(OC)c1 (configuration not stated)
 : i	i	1	i	-4	0	i	i	i	i	0
Cc1cc(N2CCN(C)CC2)nc2ccc(NC(=S)NC3CC3)cc12
 : i	i	1	i	-11	2	i	i	i	i	2
COc1ccc(N2C(=O)c3ccccc3C(C)(C)C2=O)cc1
 : i	i	1	i	-3	-2	i	i	i	i	-2
Cc1ccc(C)c(CSc2nc3[nH]ncc3c(=O)[nH]2)c1
 : i	i	·	i	-6	3	i	i	i	i	2
C(=N\N=C\c1ccccn1)/c1ccccn1
 : i	i	-6	i	-7	2	i	i	i	i	-1
O=C(Nc1cccnc1)c1ccccc1NS(=O)(=O)c1ccc(F)cc1
 : i	i	-5	i	-13	·	i	i	i	i	·
CCOP(=O)(OCC)/C(=N/OC(=O)c1ccc(Cl)cc1Cl)C(N)=O
 : i	i	-2	i	-7	5	i	i	i	i	0
COc1cc2c(cc1OC)CN(c1ccc(-c3ccccc3OC)nn1)CC2
 : i	i	1	i	-11	2	i	i	i	i	-3
COc1ccc(CNCC(=O)Nc2ccccc2-n2cccc2)cc1
 : i	i	-2	i	-12	-3	i	i	i	i	1
O=C(N/N=C/c1ccc[nH]1)c1ccccc1OCc1ccccc1Cl
 : i	i	1	i	-13	1	i	i	i	i	·
Cc1cccc(N(Cc2ccccc2)C(=O)CSC(C)C(=O)Nc2cc(C)on2)c1 (configuration not stated)
 : i	i	-1	i	-15	5	i	i	i	i	0
Cc1nc2c(C)[n+](CC(=O)c3ccccc3)ccc2n1C
 : i	i	-2	i	-3	0	i	i	i	i	·
CCOc1ccc(-c2nc(N)ncc2-c2ccccc2OC)c(O)c1
 : i	i	9	i	-13	0	i	i	i	i	5
CC(C)c1ccc(NC(=O)N(CCc2nc3ccccc3[nH]2)C2CCCC2)cc1
 : i	i	-1	i	-11	1	i	i	i	i	4

(listing goes on)
Values run as follows: PolyA inhibitor	KCNK9 inh	GSK3A inh	KCNQ1 pot	hERG protect	GSK3B inh	KCNK3 inh	RGS4 block	KCNQ1 inh	RGS4 act	Dyrk1A ADPGlo
Cc1onc(-c2ccccc2)c1C(=O)n1cc(Br)cn1
 : i	i	0	i	-7	3	i	i	i	i	3
CS(=O)(=O)c1ccc2c(c1)SC1=NC(=O)/C(=C/c3ccco3)C(=N)N12
 : i	i	0	i	-5	-1	i	i	i	i	2
COc1ccc2nc(NC(=O)CSc3cn[nH]n3)sc2c1
 : i	i	32	i	-13	·	i	i	i	i	21
Fc1ccc2nc(C(F)(F)F)cc(N3CCOCC3)c2c1
 : i	i	-3	i	-7	-3	i	i	i	i	-3
Cc1cc(=O)[nH]c(SCC(=O)N2CCCCCC2)n1
 : i	i	-3	i	-11	0	i	i	i	i	7
CCCCn1c(N)c(N(CCOC)C(=O)c2ccc(-c3ccccc3)cc2)c(=O)[nH]c1=O
 : i	i	0	i	-11	1	i	i	i	i	2
CC(=O)c1cccc(NC(=O)c2cnccn2)c1
 : i	i	-1	i	-13	-5	i	i	i	i	36
